# Screening results (PubChem)
# APE1 inh – qHTS Assay for Inhibitors of the Human Apurinic/apyrimidinic Endonuclease 1 (APE1) | DNA repair nuclease/redox regulator APEX1 (Homo sapiens), P27695 | recombinant APE1, TAMRA/BHQ-2 abasic DNA cleavage fluorescence | Potency, µM (highest dose often 65.8 µM), inactives show top-dose activity change, negative = inhibition, usual class: inhibitors | 350,000 tested, 0.35% active;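 also: plate controls were vehicle for no effect and reference inhibitor for full effect; nearly all actives have a fitted effect of over 55% in size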
#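 APE1 at 0.75 nM final was preincubated with compound 15 min at room temperature, then 50 nM double-stranded THF abasic-site substrate (5'-TAMRA/3'-BHQ-2) was added. Fluorescence (ex 525/em 598 nm) was read kinetically; third-minus-first read gave activity.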
# Pol iota inh – qHTS for Inhibitors of Polymerase Iota; Pol iota fluorescent replication assay, 10 min; Potency, µM (series often up to 115 µM), for the others: at the top dose activity, negative = inhibition, hits mostly inhibitors; 390,000 tested, 1% active
#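 Fluorescent replication assay read twice, at 0 min and 10 min after adding 50 nM (final) substrate. Enzyme (10 nM) and compounds were first incubated 15 min at room temperature; enzyme-free buffer wells were negative controls.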
# BLM helicase inh – qHTS Assay for Inhibitors of Bloom's syndrome helicase (BLM). RecQ-like DNA helicase BLM (Homo sapiens), P54132. 350,000 tested, 0.2% active. Potency, µM (titrated, usually from 56.1 µM), without a hit: at the top dose activity change, negative = inhibition, most hits filed as inhibitors. recombinant BLM DNA unwinding, fluorescence dequenching;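 also: plate controls were vehicle for no effect and no enzyme for full effect; nearly all actives have a fitted effect of over 35% in size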
# JMJD2A Tudor – qHTS Assay for Inhibitors of JMJD2A-Tudor Domain. Lysine-specific demethylase 4A (Homo sapiens), O75164. AlphaScreen JMJD2A-Tudor / H3K4me3 peptide binding. Potency, µM (titrated, usually from 114 µM), inactives show at the highest dose activity change, negative = inhibition, usual class: inhibitors. 390,000 tested, 4.4% active; also: % is scaled to controls: 0 for no effect and ±100 for the full control effect; nearly all actives have a fitted effect of over 50% in size
# Pol eta inh – qHTS for Inhibitors of Polymerase Eta; recombinant Pol eta, fluorescent DNA replication assay; Potency, µM (top dose mostly 114 µM), for the others: top-dose activity change, negative = inhibition, hits mostly inhibitors; 390,000 tested, 1.2% active; also: % is scaled to controls: 0 for no effect and ±100 for the full control effect
# Target sequence (Q9Y253 whole entry, looked up): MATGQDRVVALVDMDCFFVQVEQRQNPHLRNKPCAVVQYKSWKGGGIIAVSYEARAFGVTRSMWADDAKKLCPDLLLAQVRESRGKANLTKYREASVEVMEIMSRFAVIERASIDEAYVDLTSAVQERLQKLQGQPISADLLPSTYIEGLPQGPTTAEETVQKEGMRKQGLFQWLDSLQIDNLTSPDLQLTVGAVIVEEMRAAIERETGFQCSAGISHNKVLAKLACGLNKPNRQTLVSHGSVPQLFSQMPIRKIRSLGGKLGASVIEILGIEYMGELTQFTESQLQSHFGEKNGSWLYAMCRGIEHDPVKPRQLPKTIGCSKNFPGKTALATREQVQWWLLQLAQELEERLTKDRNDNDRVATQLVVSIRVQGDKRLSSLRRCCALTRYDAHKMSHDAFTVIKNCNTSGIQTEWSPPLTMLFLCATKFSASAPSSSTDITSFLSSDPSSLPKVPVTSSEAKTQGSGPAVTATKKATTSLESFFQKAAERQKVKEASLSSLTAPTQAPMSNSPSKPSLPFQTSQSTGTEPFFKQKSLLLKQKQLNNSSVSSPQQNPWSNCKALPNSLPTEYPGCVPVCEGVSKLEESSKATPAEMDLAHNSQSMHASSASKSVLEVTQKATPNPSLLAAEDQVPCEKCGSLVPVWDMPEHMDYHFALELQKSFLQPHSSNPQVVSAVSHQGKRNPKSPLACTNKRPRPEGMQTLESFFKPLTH
#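 Pol eta (10 nM) was preincubated with compounds for 15 min at room temperature, after which fluorescent replication substrate (50 nM final) was added to start the reaction. Fluorescence was read kinetically at 0 and 10 min.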
# G9a block – qHTS Assay for Inhibitors of Histone Lysine Methyltransferase G9a; Histone-lysine N-methyltransferase EHMT2 (Homo sapiens), Q96KQ7; G9a H3K9 monomethylation, AlphaScreen, 2 h; Potency, µM (titrated, usually from 102 µM), for inactives: top-dose activity, negative = inhibition, most hits filed as inhibitors; 350,000 tested, 8.8% active; also: % is scaled to controls: 0 for no effect and ±100 for the full control effect; nearly all actives have a fitted effect of over 75% in size
# Target sequence (Q96KQ7 913-1193 limits assumed): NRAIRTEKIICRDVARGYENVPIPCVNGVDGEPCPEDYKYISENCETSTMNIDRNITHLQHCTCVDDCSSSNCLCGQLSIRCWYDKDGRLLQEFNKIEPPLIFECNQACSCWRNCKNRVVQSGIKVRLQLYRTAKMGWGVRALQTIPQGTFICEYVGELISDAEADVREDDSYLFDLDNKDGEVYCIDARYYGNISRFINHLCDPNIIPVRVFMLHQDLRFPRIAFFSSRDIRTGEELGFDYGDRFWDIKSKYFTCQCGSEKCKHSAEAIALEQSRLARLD
#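 G9a (20 nM) was preincubated 15 min with compound, then reacted 2 h at room temperature with 500 nM biotin-H3K9 peptide and 20 µM SAM. Monomethyl-H3K9 detected by AlphaScreen using anti-H3K9me1 antibody.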
# BAZ2B inh – qHTS Assay for Inhibitors of BAZ2B. Potency, µM (series often up to 114 µM), without a hit: at the highest dose activity change, negative = inhibition, most hits filed as inhibitors. AID 504333, 2011. 360,000 tested, 4.4% active. AlphaScreen BAZ2B-H3K14Ac peptide displacement; also: % is scaled to controls: 0 for no effect and ±100 for the full control effect; nearly all actives have a fitted effect of over 60% in size
#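 AlphaScreen displacement of biotin-H3(5-23)K14Ac peptide (50 nM final) from BAZ2B (50 nM final) in PBS pH 7.4, 0.01% Tween-20; complex preformed 30 min RT, then compounds (top 110 uM) 30 min RT, beads 20 min dark.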
# POLK inh – qHTS for Inhibitors of Polymerase Kappa; Potency, µM (doses to about 107 µM), for the others: top-dose activity, negative = inhibition, most hits filed as inhibitors; AID 588579, 2011; purified Pol kappa, fluorescent DNA synthesis assay, 10 min; DNA polymerase kappa (Homo sapiens), Q9UBT6; 400,000 tested, 0.53% active; also: % is scaled to controls: 0 for no effect and ±100 for the full control effect
#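 Pol kappa 10 nM + cpd, 15 min RT; start w/ substrate 50 nM final; fluorescence kinetic read, 0 and 10 min. Neg ctrl: buffer, no enzyme.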
# Pol beta inh – qHTS Assay for Inhibitors of DNA Polymerase Beta; Pol beta primer extension/strand displacement, fluorescence kinetic; 340,000 tested, 1.3% active; Potency, µM (highest dose often 114 µM), for the others: top-dose activity change, negative = inhibition, usual class: inhibitors; AID 485314, 2010; also: % is scaled to controls: 0 for no effect and ±100 for the full control effect
#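 Curves were derived by four-parameter Hill fits of normalized qHTS data. The kinetic fluorescent primer-extension read was taken at 0 and 10 min after 50 nM substrate, following a 15 min room-temperature preincubation of 10 nM enzyme with compounds.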
# * marks the source's active call; other numbers are inactive results; u = inconclusive; x = not tested or not shown; & = joins results of further samples; [ ] = another dose, or the depositor's remark. Calls follow the shape of the dose curve; as a rule, active = well fitted curve in the direction sought with a large enough effect; inconclusive = small, poorly fitted or top-dose-only effect, or another doubt; inactive = no such curve, though single readings can be large; an effect the other way counts as inactive or inconclusive. Potency is read from the fitted curve at half-maximal effect. Only part of the results is shown; the hit share may differ from the screen's.
# Under each structure – APE1 inh, Pol iota inh, BLM helicase inh, JMJD2A Tudor, Pol eta inh, G9a block, BAZ2B inh, POLK inh, Pol beta inh
CC(=O)/C=C(/C)NC(Cc1c[nH]c2ccccc12)C(=O)O (stereo unspecified)
 : 1%&-3%, 11%&14%, -4%&-3%, u, -4%&-15%, -51%[59 µM], -8%&-27%, -5%&-5%, 5%&9%
COc1ccc(CN(C(=O)Nc2cccc(Cl)c2)c2ccccn2)cc1OC
 : x, 13%, -14%, -8%, -14%, -5%[59 µM], 0%, -18%, 1%
CCn1cnc2sc(C(=O)N3CCN(c4ccc(OC)cc4)CC3)c(C)c2c1=O
 : 6%, 17%, -1%, -13%, -9%, u, -12%, -14%, 27%
CCOc1ccc(C(=O)c2cn(CC(=O)Nc3ccc(C)c(C)c3)c3ccc(OCC)cc3c2=O)cc1
 : x, 31%[activator], -13%, 1%, -9%, 5%[59 µM], 3%, -13%, -3%
Cn1c(=O)cc(SCC(=O)NCc2ccc(F)cc2)c2cc(Cl)ccc21
 : x, 32%[activator], -2%, -14%, -9%, 7%[59 µM], u, -5%, 32%
Nc1nnnn1N=C1CCCCC1
 : 5%, -14%, 0%, 4%, -10%, -36%[59 µM], 1%, 4%, -1%
CC(=O)N(C)c1ccc(NC(=O)c2ccc([N+](=O)[O-])cc2Cl)cc1
 : 0%, 1%, -2%, 4%[57.1 µM], -11%, 1%[59 µM], -17%, -12%, 6%
CCCCC(CC)CNC(=O)c1ccc2c(c1)OCO2 (stereo unspecified)
 : 0%, -10%, -7%, 1%, -18%, -1%[59 µM], -4%, -9%[60.1 µM], 21%
O=C(N/N=C/c1ccc(N2CCOCC2)cc1)c1cccs1
 : -5%, -8%, -4%, -21%, -10%, -9%, -17%, -18%, 2%
COc1ccccc1N(CN1CCCC1=O)C(=O)c1c(F)cccc1F
 : -1%, 12%, 2%, 0%, -4%, 18%[2.33 µM], 7%, -18%, 41%
COc1cccc(NC(=O)C(=O)c2cn(CC(=O)N3CCOCC3)c3ccccc23)c1
 : -9%, 2%, -1%, 5%, -14%, x, -29%, -9%, 2%
O=[N+]([O-])c1cccc(Cl)c1N1CCOCC1
 : 1%, 34%[activator], 1%, -21%, -5%, 14%, -9%, -18%, -2%
Cn1nc(C(=O)NCc2ccccn2)c2ccccc2c1=O
 : -5%, -2%, -6%, 22µM*, 5%, -5%[59 µM], u, -13%, 14%
CC(Sc1nncs1)C(=O)Nc1ccc(Cl)cn1 (stereo unspecified)
 : 4%, 17%, 0%, -13%[57.1 µM], -16%, 8%[59 µM], -5%, 6%, -14%
Cn1c(-c2ccc(C#N)cc2)c(C#Cc2ccccc2)c2ccccc21
 : x, 6%, x, 149%[activator], -13%, x, x, -8%, x
COc1ccc(OC)c(N2C(=O)CC(Cc3ccc(Cl)cc3)C2=O)c1 (stereo unspecified)
 : 2%, 10%, -2%, -13%, 2%, -8%[59 µM], -1%, -3%, 0%
CC(C)(C)OC(=O)N(Cc1ccccc1)Cc1ccc(OCc2cccc(NC(=O)C3CC3)c2)cc1
 : x, 17%, x, -22%, -14%, x, x, -9%, x
O=C(COC(=O)c1nc(Cl)ccc1Cl)Nc1cccc(S(=O)(=O)N2CCOCC2)c1
 : x, 16%, x, -13%, -6%, x, x, 11%, x
CCOC(=O)c1c(-c2ccc(F)cc2)csc1NC(=O)CCN1C(=O)c2ccccc2C1=O
 : -2%, 3%, -2%, -8%, -18%, 16%, -1%, -8%, 3%[57.1 µM]
COc1ccc(NC(=O)c2ccc(CNS(=O)(=O)c3cccc(OC)c3)cc2)cc1
 : -5%, 22%, -4%, -12%, -14%, -5%[59 µM], -1%, -10%, 5%
CS(=O)(=O)N(CC(=O)NCCSc1ccc(Cl)cc1)c1ccc2c(c1)OCO2
 : -5%, 14%, -1%, -5%, -19%, 15%[59 µM], -6%, -7%, -3%
CC(O)CNc1nc2c(c(=O)n(C)c(=O)n2C)n1Cc1cccc(Br)c1 (stereo unspecified)
 : -3%, 28%, 0%, -7%, 2%, u, 11%, -15%, u
Cc1cccc(OCC(=O)Nc2ccc3c(C)cc(=O)oc3c2)c1
 : 2%, 9%, -15%, -18%, -7%, 18%[59 µM], 9%, 0%, 9%
CCN(CC(=O)Nc1c(F)cccc1F)C(=O)C1CCN(C(=O)Nc2ccccc2)CC1
 : -1%, 19%, x, 10%, -13%, 23%[12.7 µM], -3%, -7%, x
COc1ccc(Cl)cc1NC(=O)CCCN1C(=O)C(c2ccccc2)Oc2cccnc21 (stereo unspecified)
 : x, 26%, -8%, -7%, -13%, 3%[59 µM], -16%, -3%, 0%
Cc1ccccc1NC(=O)c1cccc(N2C(=O)C3C4CC(C(Br)C4Br)C3C2=O)c1 (stereo unspecified)
 : -17%, 31%[activator], -5%, -10%, -20%, -12%[0.501 µM], -10%, -4%, -13%
O=C(Nc1ccc([N+](=O)[O-])cc1)Nc1ccc(OC(F)F)c(Cl)c1
 : -2%, -2%, -10%, -21%, -20%, -2%, -9%, -15%, -3%
CCCCCCC#Cc1cncc(C(=O)NNC(=O)Nc2cc(Cl)cc(Cl)c2)c1
 : 3%, 87%[activator], -3%, -20%, -19%, 10%, 4%, -9%, -1%
COc1ccc(OC)c(S(=O)(=O)N2CCN(C(=O)CCc3ccccc3)CC2)c1
 : x, 5%, x, -13%, -9%, x, x, -23%, x
CN1CCN(S(=O)(=O)c2cccc(C(=O)Oc3ccc(C(C)(C)C)cc3)c2)CC1
 : -9%, 21%, x, u, -5%, 50µM*, u, -2%, x
Cc1ccc(-n2c(=O)c3oc4ccccc4c3n(CC(=O)Nc3ccccc3)c2=O)cc1C
 : x, 10%, -2%, -11%, -1%, -2%[59 µM], -11%, -10%, 31%
CCS(=O)(=O)N1CCC2(CC1)OCCN2S(=O)(=O)c1ccc(OC)cc1
 : 4%, 54%[activator], x, -3%, -18%, -26%, 10%, -1%, x
COc1cc(C2C(C#N)=C(C)NC3=C2C(=O)c2ccccc23)cc(OC)c1OC (stereo unspecified)
 : -2%, 10%, -11%, -18%, -26%, u, -30%, -14%, 4%
Cc1ccc(-c2ccc(/C=N/n3cnnc3)o2)cc1Cl
 : 0%, 33%[activator], 3%, u, 3%, -4%[12.7 µM], -10%, -13%, -34%
Clc1ccc(-c2cc(CN3CCCCC3)no2)cc1Cl
 : 15%, 9%, -1%, -20%, -11%, -30%, -13%, -6%, 17%
COCCCNC(=O)CNC(=O)c1nn(-c2ccc(OC)cc2)c(=O)c2ccccc12
 : 9%, 39%[activator], 1%, 3%, -20%, 2%, 1%, -21%, 94%
CC(Sc1n[nH]c(N)n1)C(=O)Nc1cccc2ccccc12 (stereo unspecified)
 : 0%, 13%, x, -9%, -18%, u, 9%, -15%, x
CCCCCCn1nnc2sc(-c3ccccc3)cc2c1=O
 : x, 5%, 1%, -7%, x, 51%[activator][59 µM], 21%, 10%, 2%
O=C(O)c1c2c(nc3ccc(Cl)cc13)CCC2
 : u, 20%, -4%, -23%, u, 40µM*, u, -25%, 16µM*
Nc1nnnn1/N=C/c1ccc(N2CCCCC2)c([N+](=O)[O-])c1
 : 2%, 0%, -14%, -19%, -5%, -1%[59 µM], u, -9%, 32%
O=C(O)c1ccccc1-c1ccccc1C(=O)Nc1ccc2c(c1)CCC2
 : 6%, 78%[activator], 2%, -5%, -17%, 3%[0.501 µM], 8%, 3%, -8%
CN(C)c1ccc(P(=O)(Nc2ccccc2)N2CCOCC2)c(NC(=O)c2cccs2)c1 (stereo unspecified)
 : -8%, 3%, -2%, -19%, -23%, -20%[59 µM], -38%, -4%, -18%
CCOC(=O)N1CCN(S(=O)(=O)c2c(C)[nH]c(=O)[nH]c2=O)CC1
 : 1%, -13%, -2%, 13%[57.1 µM], -16%, u, -1%, -3%, -13%
CCOc1ccc(CN2CCNC(=O)C2CC(=O)NCCc2ccccn2)cc1 (stereo unspecified)
 : -2%, 11%, -2%, -6%, -8%, 56µM*, -4%, 0%, 18%
Cc1ccc(S(=O)(=O)N2CCCN(S(=O)(=O)c3ccc(C)cc3)CC2)cc1
 : -5%, u, -7%, -13%, -6%, 2%[59 µM], -3%, -6%, u
COC(=O)c1ccc(C2c3c(oc4ccc(C)cc4c3=O)C(=O)N2Cc2ccc3c(c2)OCO3)cc1 (stereo unspecified)
 : x, 14%, -3%, -12%, -13%, 1%[59 µM], -6%, -20%, 2%
CCn1c(=O)cc(OCC(=O)Nc2ccccc2C#N)c2ccccc21
 : -12%, 4%, 4%, -6%, -12%, 1%[59 µM], 5%, 18%, 7%
O=C(NCc1ccco1)c1ccc(COCC(F)(F)F)cc1
 : 11%, 12%, -1%, -15%, -4%, -4%[12.7 µM], 2%, -4%, 24%
CCC(=O)N1c2ccccc2CC1C(=O)NCCc1ccccc1OC (stereo unspecified)
 : x, 9%, 4%, -16%, -15%, 2%[59 µM], -4%, 2%[60.1 µM], 0%

# 2 records picked at random from the list so far:
# Under each structure – APE1 inh, Pol iota inh, BLM helicase inh, JMJD2A Tudor, Pol eta inh, G9a block, BAZ2B inh, POLK inh, Pol beta inh
O=C(N/N=C/c1ccc(N2CCOCC2)cc1)c1cccs1
 : -5%, -8%, -4%, -21%, -10%, -9%, -17%, -18%, 2%
CCCCCCn1nnc2sc(-c3ccccc3)cc2c1=O
 : x, 5%, 1%, -7%, x, 51%[activator][59 µM], 21%, 10%, 2%

# An excerpt from above in order of number of heavy atoms, lowest first.
# Under each structure – APE1 inh, Pol iota inh, BLM helicase inh, JMJD2A Tudor, Pol eta inh, G9a block, BAZ2B inh, POLK inh, Pol beta inh
O=[N+]([O-])c1cccc(Cl)c1N1CCOCC1
 : 1%, 34%[activator], 1%, -21%, -5%, 14%, -9%, -18%, -2%
O=C(COC(=O)c1nc(Cl)ccc1Cl)Nc1cccc(S(=O)(=O)N2CCOCC2)c1
 : x, 16%, x, -13%, -6%, x, x, 11%, x
CCOC(=O)c1c(-c2ccc(F)cc2)csc1NC(=O)CCN1C(=O)c2ccccc2C1=O
 : -2%, 3%, -2%, -8%, -18%, 16%, -1%, -8%, 3%[57.1 µM]
